Nrf2 activator = activators of Nrf2 (ARE) signaling; 410,000 tested, 0.31% active; AREc32 ARE-luciferase reporter (MCF7-derived line), luminescence, 24 h; AID 624171; Potency, µM (doses to about 46.1 µM), without a hit: at the top dose activation, actives largely listed as activators; also: potency is read from the fitted curve at half-maximal effect; % of control where 0% means no effect; nearly all actives have a fitted effect of over 65% in size
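Nrf2 activation is followed as ARE-luciferase induction in the AREc32 line after one day of compound treatment; luminescence is read with Steady-Glo.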
pAkt inh = inhibitors of Akt phosphorylation. AID 651550. activity change, % for hits at 50 µM. 360,000 tested, 0.32% active. Neuro2A IGF-stimulated pAkt S473 HTRF, 20 min; active compounds read low; in the data active = activity change below about -80%; inconclusive = mostly about -51% to -80%; also: % is scaled to controls: 0 for no effect and ±100 for the full control effect
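Neuro2A cells (4,500/well, DMEM with 0.5% FBS) were treated with compound at a single 50 µM final concentration, stimulated with 6 nM IGF for 20 min at 37 °C, and lysed. Phospho-Akt Ser473 was read by HTRF as 665/615 ratio ×10^4.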
TGFb inhibitor = blocks TGF-b signaling; HepG2 CAGA-GFP TGF-b/SMAD3 reporter, GFP fluorescence, 18 h; TGF-beta stimulated, 500 pg/mL final; Potency, µM (series often up to 46.1 µM), for the others: at the highest dose activity, negative = inhibition, usual class: inhibitors; 410,000 tested, 1.2% active; AID 588855; also: potency is read from the fitted curve at half-maximal effect; % is scaled to controls: 0 for no effect and ±100 for the full control effect; nearly all actives have a fitted effect of over 65% in size
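First, reporter cells (HEPG2 CAGA-GFP) rested 2 h at 37 degrees C. Next, compounds were pinned in and TGF-beta added to 500 pg/mL final. After 18 h, GFP was imaged per cell and summed per well.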
HepG2 tox = kills HepG2 cells in TGF-b inhibitor counter-screen. HepG2 CAGA-GFP viability, ATP luminescence, 18 h. 410,000 tested, 0.76% active. Potency, µM (titrated, usually from 46.1 µM), inactives show at the top dose activity change, negative = cytotoxicity, usual class: cytotoxic; also: potency is read from the fitted curve at half-maximal effect; some results filed as inactive show a strong effect at the top dose
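HepG2 CAGA-GFP cells (1000/well, DMEM with 1% FBS) received compound, then TGF-beta at 500 pg/mL final, and were incubated 18 hours at 37 degrees C. Viability was read by CellTiter-Glo luminescence. Media-only wells were set as complete cell-killing and DMSO as no toxicity.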
CCT modulator = cytosolic chaperonin activity modulation | purified chaperonin ATPase assay, HTRF ADP detection, 30 min | activity change, % (test concentration not listed), hits read low | 360,000 tested, 0.3% active | AID 651819; in the data active = activity change below about -30%; also: % is scaled to controls: 0 for no effect and ±100 for the full control effect
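Enzyme 40 or 20 nM (batch-dependent) in Tris pH 7.4/KCl/MgCl2/DTT; cpd 76 uM single point; ATP 10 uM; 30 min 37 °C; Transcreener ADP HTRF detection, 30 min RT; ratio 665/615.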
A549 tox = counter-screen for Nrf2 inhibitors: cytotoxicity in A549 cells; A549 ARE-Fluc cells, CellTiter-Fluor viability, 18-24 h; Potency, µM (doses to about 46 µM), inactives show top-dose activity change, negative = cytotoxicity, most hits filed as inhibitors; 390,000 tested, 0.16% active; also: potency is read from the fitted curve at half-maximal effect; % is scaled to controls: 0 for no effect and ±100 for the full control effect
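Cytotoxicity counterscreen: CellTiter-Fluor fluorescence was measured in A549 ARE_Fluc cells after 18-24 h of compound exposure in a concentration series. The subsequent BugLite luminescent read reports ARE-luciferase activity.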
Nrf2 block = Nrf2 pathway inhibition; A549 ARE-Fluc reporter, luciferase luminescence, 18-24 h; Potency, µM (series often up to 46 µM), for the others: at the highest dose activity change, negative = inhibition, hits mostly inhibitors; 360,000 tested, 2.1% active; also: potency is read from the fitted curve at half-maximal effect; % is scaled to controls: 0 for no effect and ±100 for the full control effect; nearly all actives have a fitted effect of over 60% in size
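A549 ARE_Fluc cells (5000/well, 5% FBS OPTI-MEM) pre-incubated 2 h, then treated with compounds 18-24 h at 37C/5% CO2 in concentration-response. CellTiter-Fluor viability read first; BugLite luciferase luminescence after 15 min at room temperature gives Nrf2 activity.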
S2 tox = viability counter-screen for ATXN expression inhibitors; 400,000 tested, 0.49% active; Potency, µM (highest dose often 56.7 µM), usual class: cytotoxic; S2 cells (HEK-293 line with an ATXN2-luciferase reporter) viability, CellTiter-Fluor protease fluorescence, 24 h; also: potency is read from the fitted curve at half-maximal effect; nearly all actives have a fitted effect of over 40% in size
MmCpn inh = M. maripaludis TRiC chaperonin inhibition; Potency, µM (highest dose often 76.9 µM), for the others: top-dose activity, negative = inhibition, hits mostly inhibitors; 330,000 tested, 0.031% active; purified Mm-Cpn ATPase, ADP Transcreener TR-FRET; also: potency is read from the fitted curve at half-maximal effect; % is scaled to controls: 0 for no effect and ±100 for the full control effect; nearly all actives have a fitted effect of over 80% in size
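Measured: ADP formation by purified Mm-CPN. Conditions: 25 nM protein, 10 uM ATP, Tris pH 7.4 with Mg2+, K+ and DTT, 37°C for 30 min. Detection: Transcreener HTRF after 30 min at room temperature.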
* = called active by the depositor; i = inactive; u = inconclusive; x = not tested or not shown; & = joins results of further samples; ! = repeats disagree; [ ] = dose if it differs, or a comment. Unless noted, calls follow the shape of the dose curve; as a rule, active = well fitted curve in the direction sought with a large enough effect; inconclusive = small, poorly fitted or top-dose-only effect, or another doubt; inactive = no such curve, though single readings can be large; an effect the other way counts as inactive or inconclusive. A portion of the library; rates above refer to the full screens.

item | Compound | Nrf2 activator | pAkt inh | TGFb inhibitor | HepG2 tox | CCT modulator
1 | O=C(Cc1c(Cl)cccc1Cl)N1CCN(Cc2ccccc2)CC1 | 0.0% | i | -0.5% | -2.3% | -3.4
2 | CCCn1c(C(=O)c2ccccc2)nc2ccccc21 | 0.4% | i | -1.9% | -10.6% | -1.9
3 | COc1ccc(NC(=O)CCn2cc(C)c3ccccc32)cc1 | 0.7% | i | u | -25.4% | 1.6
4 | Cc1ccc(CNC2=NCCS2)cc1 | 0.1% | i | -2.7% | 11.6% | 0.6
5 | CCN1CCN(C(=O)COc2ccc(S(=O)(=O)Nc3ccc(Cl)cc3)cc2)CC1 | -0.3% | i | 2.3% | -13.1% | -2.0
6 | CCC(Oc1ccccc1OC)C(=O)Nc1ccc2c(c1)OCCO2 (configuration not stated) | -0.6% | i | -1.0% | 6.4% | -2.9
7 | COc1ccc(CCn2c(O)c(/C=N/N3CCOCC3)c(=O)[nH]c2=O)cc1OC | -0.9% | i | -5.9% | -9.1% | 0.9
8 | O=C1NC(=O)C(=Cc2ccc(Oc3ccc([N+](=O)[O-])cc3)cc2)C(=O)N1 | -0.7% | i | 2.6% | -27.8% | -2.7
9 | Clc1cccc(N2CCNCC2)c1 | 0.1% | i | -1.1% | -13.9% | -0.3
10 | CCCOc1ccc(Cc2c(Cl)nc(SC)nc2OC)cc1 | 3.8% | i | u | -6.6% | -1.0

item | A549 tox | Nrf2 block | S2 tox | MmCpn inh
1 | 8.7% | -17.6% | i | 0.1%
2 | -6.8% | -8.2% | i | 2.5%
3 | 1.8% | 14.8% | i | 0.5%
4 | 2.7% | u | i | -2.4%
5 | -12.2% | u | i | 0.1%
6 | 3.3% | 6.8% | u | -0.5%
7 | -11.4% | -18.5% | i | -7.8%
8 | 1.5% | -9.8% | i | -0.3%
9 | -0.9% | -9.5% | i | 1.1%
10 | 3.8% | -0.4% | i | 1.0%

Overlap with the part before: 4 entries; new compounds follow.
item | Compound | Nrf2 activator | pAkt inh | TGFb inhibitor | HepG2 tox | CCT modulator
7 | COc1ccc(CCn2c(O)c(/C=N/N3CCOCC3)c(=O)[nH]c2=O)cc1OC | -0.9% | i | -5.9% | -9.1% | 0.9
8 | O=C1NC(=O)C(=Cc2ccc(Oc3ccc([N+](=O)[O-])cc3)cc2)C(=O)N1 | -0.7% | i | 2.6% | -27.8% | -2.7
9 | Clc1cccc(N2CCNCC2)c1 | 0.1% | i | -1.1% | -13.9% | -0.3
10 | CCCOc1ccc(Cc2c(Cl)nc(SC)nc2OC)cc1 | 3.8% | i | u | -6.6% | -1.0
11 | COc1ccc(-n2c(-c3ccccc3)nc3ccccc3c2=O)cc1 | -0.6% | i | -3.7% | -10.9% | 0.1
12 | O=c1[nH]c2ccccc2n1C1CCN(Cc2ccc(-c3nc4ccc(F)cc4nc3-c3ccccc3)cc2)CC1 | -0.8% | i | x | x | -0.4
13 | CCC1(c2ccccc2)C(=O)N(COC)C(=O)N(COC)C1=O | -0.2% | i | 12.0% | -4.8% | -1.8
14 | COc1cccc(NC(=O)[C@@H](NC(=O)N2C[C@H]3C[C@@H](C2)c2cccc(=O)n2C3)C(C)C)c1 | -1.4% | i | 20.6% | -0.6% | -0.2
15 | CC/C(=N\NC(=O)c1ccccc1O)c1c(O)n(C2CCCCC2)c(=O)[nH]c1=O | 2.3% | i | -2.5% | 3.8% | -0.6
16 | O=C1NC(=O)N(c2ccc(Cl)cc2)C(=O)/C1=C/c1coc2ccc(O)cc2c1=O | 5.4% | i | u | -23.6% | 0.5
17 | Cc1cc(CN(C)C)c(OC(=O)N(C)C)cc1C | -0.3% | i | -6.8% | 3.2% | -1.2
18 | CCC(COC(=O)c1cc(OC)c(OC)c(OC)c1)(c1ccccc1)N(C)C (configuration not stated) | 7.7%&5.6%&4.2% | i | 17.3%&-6.1%&-10.7% | -36.1%&-45.8%&-13.8% | -0.2&0.4&-1.2
19 | CCSc1nnc([C@@H](N)Cc2ccccc2)o1 | -0.3% | u | 21.6% | -3.0% | -4.1
20 | CC(C)(C)c1ccc(OCC(=O)Nc2ccc(Cl)cc2C(=O)c2ccccc2)cc1 | 0.5% | x | -17.8% | -17.1% | x

item | A549 tox | Nrf2 block | S2 tox | MmCpn inh
7 | -11.4% | -18.5% | i | -7.8%
8 | 1.5% | -9.8% | i | -0.3%
9 | -0.9% | -9.5% | i | 1.1%
10 | 3.8% | -0.4% | i | 1.0%
11 | -5.2% | -9.8% | u | -1.2%
12 | x | x | u | x
13 | -3.1% | -1.9% | i | 1.8%
14 | 7.3% | 3.4% | i | -1.0%
15 | 2.3% | 4.3% | i | 0.3%
16 | 8.8% | 12.1% | i | -0.5%
17 | -6.6% | -7.0% | i | -2.1%
18 | 0.5%&-0.4%&-3.3% | 20.6µM*! | i | 1.3%[15.4 µM]
19 | 3.9% | -6.1% | i | 4.4%
20 | -2.5% | -20.4% | i | x

The list goes on.
item | Compound | Nrf2 activator | pAkt inh | TGFb inhibitor | HepG2 tox | CCT modulator
21 | CS(=O)(=O)c1ccc(C2=C(CNC(=O)c3cccnc3)[C@H]3CC[C@@H](C2)N3Cc2ccccc2)cc1 | 0.2% | i | 6.4% | -14.4% | -1.1
22 | CC(NC(=O)N1CC1(C)C)c1ccccc1 (configuration not stated) | 0.2% | i | 1.9% | 5.0% | -2.1
23 | Cc1cc(NC(=O)COC(=O)c2c(C)nn(Cc3ccccc3Cl)c2Cl)no1 | -0.1% | i | 2.3% | -4.3% | -1.6
24 | COc1ccc(-c2nn(CCC#N)cc2C(=O)Nc2ccccc2Cl)cc1 | -0.1% | i | 22.1% | -5.7% | -0.7
25 | Cc1nnc2ccc(N3CCN(C)CC3)nn12 | 3.0% | i | 0.3% | 10.0% | -2.5
26 | Cc1cc(C(C#N)c2ccc(Cl)cc2)c(Cl)cc1NC(=O)c1cc(I)cc(I)c1O (configuration not stated) | -0.8% | i | u | -57.1% | 0.6
27 | Oc1c(Br)c(Br)c(Br)c(Br)c1Br | -1.2% | i | u | -31.6% | -0.4
28 | Clc1ccc2[nH]c3c(c2c1)CCNC3 | 0.2% | i | -11.2% | -19.0% | 1.9
29 | COc1ccc(C(=O)OC2CC[C@@]3(C)C4CCC5[C@]6(O)CC(O)[C@@]7(O)C(CN8CC(C)CCC8[C@@]7(C)O)[C@]6(O)C[C@@]53O[C@]24O)cc1OC (some centres not stated) | 0.4% | i | 4.0% | -33.0% | 0.5
30 | CCN(CC)C(=O)COc1cc(C)cc2oc(=O)c3c(c12)CCCC3 | 0.1%[9.22 µM] | i | 13.4% | -9.4% | -1.3
31 | O=C(Cc1cccs1)N1CCC2(CC1)OCCO2 | -0.2% | i | -24.6% | 0.8% | 1.8

item | A549 tox | Nrf2 block | S2 tox | MmCpn inh
21 | x | x | i | x
22 | 0.4% | 1.9% | i | x
23 | -1.9% | -17.2% | i | 0.3%
24 | -0.1% | -26.8% | i | -0.8%
25 | -1.6% | -1.5% | i | -1.7%
26 | u | u | u | 1.1%
27 | 6.6% | u | i | -2.6%
28 | u | -2.4% | i | 0.6%
29 | -10.8% | 10.4% | i | 0.8%
30 | -4.5% | -23.0% | i | -0.9%
31 | 1.2% | 14.1% | i | 3.1%

Laid out differently: entries from further up
#25 Cc1nnc2ccc(N3CCN(C)CC3)nn12
  Nrf2 activator: 3.0%
  pAkt inh: i
  TGFb inhibitor: 0.3%
  HepG2 tox: 10.0%
  CCT modulator: -2.5
  A549 tox: -1.6%
  Nrf2 block: -1.5%
  S2 tox: i
  MmCpn inh: -1.7%
#26 Cc1cc(C(C#N)c2ccc(Cl)cc2)c(Cl)cc1NC(=O)c1cc(I)cc(I)c1O (configuration not stated)
  Nrf2 activator: -0.8%
  pAkt inh: i
  TGFb inhibitor: u
  HepG2 tox: -57.1%
  CCT modulator: 0.6
  A549 tox: u
  Nrf2 block: u
  S2 tox: u
  MmCpn inh: 1.1%
#27 Oc1c(Br)c(Br)c(Br)c(Br)c1Br
  Nrf2 activator: -1.2%
  pAkt inh: i
  TGFb inhibitor: u
  HepG2 tox: -31.6%
  CCT modulator: -0.4
  A549 tox: 6.6%
  Nrf2 block: u
  S2 tox: i
  MmCpn inh: -2.6%

Source: PubChem BioAssay (National Center for Advancing Translational Sciences (NCATS))
